GRK2 aptamer HTS = inhibitors of human GRK2 displacing RNA aptamer; AID 488847; bead flow cytometry, FAM-aptamer displacement from GRK2; 330,000 tested, 0.59% active; inhibition of aptamer binding, % at 10 µM;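 active = inhibition of aptamer binding above 40%, roughly 3 SD of noise, on plates passing a quality check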;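 also: median bead fluorescence of bound FAM aptamer so fluorescent compounds give negative values; no value below 0 was filed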
Target sequence (P25098 whole entry, looked up): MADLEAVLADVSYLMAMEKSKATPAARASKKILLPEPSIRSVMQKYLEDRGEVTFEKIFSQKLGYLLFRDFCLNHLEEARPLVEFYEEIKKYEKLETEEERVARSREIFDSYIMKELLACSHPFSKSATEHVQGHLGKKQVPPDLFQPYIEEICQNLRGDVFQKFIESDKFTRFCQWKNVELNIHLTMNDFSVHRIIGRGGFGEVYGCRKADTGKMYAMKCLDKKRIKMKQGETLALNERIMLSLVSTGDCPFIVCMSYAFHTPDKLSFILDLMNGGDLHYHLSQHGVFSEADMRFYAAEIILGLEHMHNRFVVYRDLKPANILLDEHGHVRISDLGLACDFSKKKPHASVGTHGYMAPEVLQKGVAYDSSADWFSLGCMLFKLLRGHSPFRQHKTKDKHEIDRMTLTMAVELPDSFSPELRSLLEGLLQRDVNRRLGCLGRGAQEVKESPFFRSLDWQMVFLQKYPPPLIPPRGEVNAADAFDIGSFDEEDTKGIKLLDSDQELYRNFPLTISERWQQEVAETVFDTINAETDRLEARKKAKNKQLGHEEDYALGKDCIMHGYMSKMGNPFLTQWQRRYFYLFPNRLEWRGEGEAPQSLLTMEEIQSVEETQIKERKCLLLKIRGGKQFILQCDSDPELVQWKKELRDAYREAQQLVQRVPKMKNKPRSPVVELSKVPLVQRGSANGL
LAP4-GFP MLPCN = yeast TOR pathway LAP4-GFP modulation. S. cerevisiae LAP4-GFP multiplex, flow cytometry GFP, 3 h; median GFP as percent of DMSO wells. GFP response vs DMSO, % at 10 µM. 320,000 tested, 0.34% active. AID 2023;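 active = GFP response vs DMSO above a set limit, about the screen mean plus 3 SD, cut at about 150% in these data; inconclusive = under 70 cell events counted for the yeast strain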
CIT2-GFP yeast = alters CIT2-GFP fluorescence in TOR pathway yeast screen; GFP response vs DMSO, % at 10 µM; 320,000 tested, 0.065% active; S. cerevisiae CIT2-GFP strain, flow cytometry, 3 h; 100 means same as DMSO wells;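 active = GFP response relative to DMSO above a set limit, near the screen mean plus 3 SD, cut at about 150% in these data; inconclusive = Fewer than 70 cells measured for a yeast strain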;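 also: ratio of well median GFP fluorescence to mean of DMSO wells on the plate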
AGP1-GFP MLPCN = modulators of TOR pathway AGP1-GFP in S. cerevisiae. S. cerevisiae AGP1-GFP multiplex flow cytometry, 3 h; GFP as percent of DMSO wells. GFP response vs DMSO, % at 10 µM. 320,000 tested, 0.02% active;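 active = GFP response relative to DMSO above a set limit, near screen average plus 3 SD, cut at about 150% in these data; inconclusive = fewer than 70 cells counted for the yeast strain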;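 also: median GFP channel fluorescence of the gated AGP1 strain per well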
RPL19A TOR yeast = modulators of TOR pathway RPL19A-GFP in S. cerevisiae; percent response vs DMSO, % at 10 µM; S. cerevisiae RPL19A-GFP strain, flow cytometry, 3 h; stronger effect = lower value; AID 2025; 330,000 tested, 0.3% active;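 active = percent response vs DMSO below 50%; inconclusive = fewer than 70 events counted for the yeast strain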;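 also: median channel GFP fluorescence of the barcoded RPL19A-GFP strain; ratio of sample median GFP to plate DMSO average so 100% = DMSO; lower means less RPL19A-GFP as with rapamycin TOR inhibition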
Yeast superoxide = lowers age-related superoxide in aged yeast cells | superoxide response (% of plate mean), % at 10 µM | 330,000 tested, 0.18% active | AID 2690 | S. cerevisiae aged cells, superoxide DHE fluorescence; stronger effect = lower value;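 active = superoxide response under a set limit, about three screen SD below normal, cut at about 65% in these data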;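 also: yeast aged for seven days with compound at 30 °C before DHE staining; 100% = average MFI of all compound-treated wells on the plate with controls excluded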
VLA-4 inh = inhibition in a human VLA-4 binding assay; 330,000 tested, 0.2% active; VLA-4 expressing cells, ligand binding flow cytometry; inhibition, % (about 7 µM as worked out from the volumes in the protocol); P13612; AID 2557; in the data active = inhibition above about 50%
MEP2-GFP yeast = yeast TOR pathway MEP2-GFP modulation; S. cerevisiae MEP2-GFP strain, flow cytometry GFP, 3 h; 100% = DMSO control level; GFP response vs DMSO, % at 10 µM; 330,000 tested, 0.51% active;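 active = GFP response versus DMSO above a set limit, roughly screen mean plus 3 SD, cut at about 180% in these data; inconclusive = fewer than 70 cells counted for a yeast strain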;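 also: median GFP fluorescence of the barcode-gated MEP2-GFP cells per well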
Active calls of the source: *; ? = inconclusive; . = not tested or not shown; [ ] = dose if it differs, or a comment.

Results follow in this order: GRK2 aptamer HTS, LAP4-GFP MLPCN, CIT2-GFP yeast, AGP1-GFP MLPCN, RPL19A TOR yeast, Yeast superoxide, VLA-4 inh, MEP2-GFP yeast
1: O=C(O)C12CC3CC(C1)CC(n1ncc(NCc4ccccc4)c(Cl)c1=O)(C3)C2
    4, 108, 100, 106, 101, 99, -1, 106
2: COc1ccc(CNc2ncccc2[N+](=O)[O-])cc1
    0, 114, 96, 100, 103, 117, 6, 105
3: Cc1ccc(NC(=O)c2ccc(NCc3ccco3)c([N+](=O)[O-])c2)cc1Cl
    0, 98, 101, 103, 104, 113, -5, 106
4: CN(C(=O)CSc1nnc(-c2ccccc2F)o1)c1ccccc1
    0, 105, 102, 104, 97, 87, -1, 99
5: Cc1nc(-c2ccccc2)sc1-c1ccn[nH]1
    3, 119, 87, 84, 92, 89, 32, 94
6: C[C@@H]1CN([C@@H](C)CO)C(=O)Cc2cc(NC(=O)Nc3ccc4c(c3)OCO4)ccc2O[C@@H]1CN(C)C(=O)NC1CCCCC1
    0, 89, 98, 98, 95, 70, -17, 91
7: CCn1c(-c2cccn(Cc3ccccc3)c2=O)n[nH]c1=S
    0, 104, 96, 100, 96, 104, 9, 100
8: COC(=O)c1sccc1NC(=S)OC
    0, 99, 100, 104, 95, 96, 8, 89
9: O=C(O)C1C(C(=O)Nc2ccc(Cl)cc2)C2C=CC1C21CC1 (stereo not drawn)
    0, 94, ., 82, 94, 105, 21, 94
10: COc1ccc(CNC(=O)CC2C(=O)NCCN2CC(C)(C)C)c(OC)c1 (stereo not drawn)
    3, 94, 97, 98, 97, 78, 2, 98
11: CCOc1cc(NC(=S)NCCCN2CCOCC2)c(OCC)cc1NC(=O)C(C)C
    0, 94, 101, 98, 98, 105, 25, 101
12: COc1ccc(C)cc1S(=O)(=O)N(CC(=O)Nc1ccc2c(c1)OCCO2)Cc1ccccc1
    1, 101, 102, 102, 101, 88, 2, 100
13: CC(C)(C)[C@@H]1COC(=O)[C@H](Cc2ccc(F)cc2)CC/C=C\C[C@@H](CC(=O)N(CCO)Cc2ccccc2)C(=O)N1
    0, 100, 95, 108, 110, 123, -1, 98
14: CN(C(=O)CCc1nnc(CCCCc2ccccc2)o1)C1CC(C)(C)NC(C)(C)C1
    1, 98, 91, 99, 97, 95, 32, 93
15: O=C(NCC(=O)N1CCOCC1)OCc1ccccc1
    0, 92, 110, 99, 107, 110, 1, 110
16: COC(=O)C1CCN(Cc2cn(-c3ccccc3)nc2-c2ccc3c(c2)OCO3)CC1
    2, 101, 108, 108, 101, 91, 5, 103
17: CCc1ccccc1NC(=O)CSc1nc(-c2ccccc2)nn1C(=O)c1cccc([N+](=O)[O-])c1
    1, 97, 108, 107, 102, 87, 21, 101
18: CN(CC(=O)NCCN1CCN(c2ccccc2)CC1)S(=O)(=O)c1ccc2c(c1)CCC(=O)N2
    6, 98, 105, 104, 99, 96, -9, 106
19: N#C/C(=C\c1cc([N+](=O)[O-])c(N2CCCCC2)cc1N1CCCCC1)c1nn(-c2ccccc2)c(N)c1C#N
    0, 100, 104, 102, 98, 103, -1, 102
20: C#CC(CC)(CC)NC(=O)c1c(C)noc1C
    0, 94, 95, 108, 98, 93, 6, 99
21: CC(=O)c1cnc2cc(C)nn2c1C
    0, 95, 95, 98, 101, 99, 1, 100
22: Cc1c(-c2ccc(Cl)cc2)[n+](=O)c2c(n1[O-])CCCC2
    0, 110, 103, 111, 104, 104, 22, 97
23: COc1ccc(C)cc1NC(=O)CN(C)S(=O)(=O)c1cnc[nH]1
    0, 96, 87, 90, 96, 127, -9, 92
24: O=C(NNC(=S)Nc1ccccc1C(F)(F)F)c1ccc(Br)o1
    42*, 94, 101, 102, 97, 103, 39, 95
25: COC(=O)c1cc2sccc2n1CC(=O)Nc1ccc(OC)c(OC)c1OC
    0, 93, 98, 99, 97, 88, 0, 101
26: O=C(Nc1ccccc1-c1ccccc1)c1ccccc1Br
    2, 96, 97, 95, 99, 88, 9, 105
27: CCN1C(=O)C(O)(CC(=O)c2ccc3c(c2)OCCO3)c2ccccc21 (stereo not drawn)
    1, 99, 103, 106, 101, 89, 40, 101
28: O=S(=O)(N/N=C\c1cccnc1)c1ccccc1
    5, 90, 99, 101, 104, 105, 14, 99
29: COc1cc2cc(C(=O)N3CCOCC3)cc(-c3ccc(C)cc3)c2cc1OC
    0, 96, 104, 103, 105, 110, 2, 109
30: Nc1nnnn1/N=C/c1ccc(Cl)cc1
    9, 108, 104, 101, 94, 93, 3, 98
31: CSc1ccccc1C(=O)OCC(=O)N1CCN(C(C)=O)CC1
    0, 93, 90, 95, 94, 178, 0, 92
32: O=C(NC1CCCCCC1)c1ccc(CS(=O)(=O)Cc2ccc(F)cc2)o1
    2, 89, 101, 97, 93, 94, 7, 99
33: CCOC(=O)c1c(C)[nH]c(C)c1C(=O)CSc1nc2ccccc2c(=O)n1-c1ccc(Cl)cc1
    0, 96, 105, 103, 102, 99, 16, 104
34: N#CC1=C(N)Oc2c(sc3ccccc23)C1c1ccco1 (stereo not drawn)
    15, 127, 106, 97, 102, 120, -106, 119
35: Nc1ncnc2c1CCC2
    0, 102[may fluoresce violet], ?, 28[may fluoresce violet], 60[may fluoresce violet], 104, -2, 213*[may fluoresce violet]
36: CCOC(=O)C1CCCN(S(=O)(=O)Cc2ccccc2)C1 (stereo not drawn)
    2, 98, 93, 95, 95, 97, 5, 100
37: CC(C)(C)c1ccc(Cn2c(=N)n(CC(O)c3ccco3)c3ccccc32)cc1 (stereo not drawn)
    0, 94, 76, 99, 108, 81, -3, 100
38: CN(CC(=O)Nc1cccc(F)c1)C(=O)c1cn(-c2ccccc2)nc1-c1ccc(Cl)cc1
    0, 113, 91, 96, 96, 106, 31, 101
39: FC(F)(F)c1ccccc1NC(=S)N1CCN(Cc2ccc3c(c2)OCO3)CC1
    2, 108, 76, 94, 93, 94, 17, 107
40: Cc1cccc(-c2nc3ccccc3c(=O)n2NC(=S)N(C)C)c1
    3, 74, 109, 86, 107, 97, -2, 90
41: CCOC(=O)c1sc(NC(=O)C2CC(=O)N(c3ccc(C)cc3)C2)nc1C (stereo not drawn)
    0, 98, 99, 104, 102, 111, 8, 100
42: Cc1c(NS(=O)(=O)c2cccc(C(=O)N3CCCC3)c2)c(=O)n(-c2ccccc2)n1C
    0, 99, 97, 102, 98, 87, 16, 100
43: CC(C)(C)NC(=O)COc1ccc(CNn2nnnc2N)cc1
    1, 97, 93, ., 95, 114, -1, 98
44: CCOC(=O)C1=C(C)N=c2s/c(=C\c3cccn3C)c(=O)n2C1c1cccc(OC)c1OC (stereo not drawn)
    2, 103, 98, 100, 98, 103, -19, 102
45: CCCOC(=O)C1=C(C)NC(=O)NC1c1cccc2ccccc12 (stereo not drawn)
    2, 82, 87, 86, 118, 98, -6, 108
46: CC(C)Nc1nc(NC(C)C)nc(C(=O)OCCO)n1
    0, 116, 98, 100, 104, 97, 4, 99
47: CC1(C)CC(=O)C(N=Nc2ccc(-c3ccccc3)cc2)=C(O)C1
    0, 98, 100, 108, 104, 99, 4, 108
48: Cc1sc2nc(CSCC(=O)NC3CCCCC3)[nH]c(=O)c2c1C
    0, 106, 97, 103, 97, 105, -16, 99
49: Cc1ccc(N=C2C(=O)Nc3ccccc32)c(C)c1
    0, 98, 105, 101, 104, 95, 15, 109
50: Cc1ccc(C(C)C)c(OCCn2ccnc2C)c1
    0, 87, 108, 103, 110, 97, 4, 101
51: COc1ccccc1C(=O)N(Cc1cccs1)C1CCS(=O)(=O)C1 (stereo not drawn)
    2, 106, 103, 108, 106, 107, 13, 105
52: COc1ccc(C(CNC(=O)COc2cc(C)ccc2Cl)N2CCCCC2)cc1 (stereo not drawn)
    3, 85, 83, 90, 87, 100, 1, 93
53: Cc1ccc(OCc2nc(-c3ccc(-n4cccc4)cc3)no2)cc1C
    2, 97, 94, 98, 99, 88, -2, 94
54: CCOC(=O)N1CCc2c(sc(NC(=O)CN(CC)CC)c2C#N)C1
    0, 106, 100, 107, 98, 111, 26, 99
55: CCc1ccc2[nH]cc(S(=O)(=O)c3ccc(C)c(C)c3)c(=O)c2c1
    1, 93, 99, 96, 97, 118, -100, 97
56: CS(=O)(=O)Nc1ccccc1C(=O)NCC1(N2CCCCC2)CCCCC1
    4, 86, 89, 91, 104, 99, 9, 96
57: Oc1ccccc1-c1nnc(COc2ccccc2)o1
    1, 110, 92, 96, 94, 90, 16, 101
58: CC(C)(C)OC(=O)[C@H](NC(=O)OCc1ccccc1)c1ccccc1
    3, 104, 90, 96, 96, 102, 15, 96
59: COc1ccc(/C=N\NC(=O)c2ccc(-c3ccccc3)cc2)cc1COC(C)=O
    4, 91, 94, 101, 106, 109, 23, 104
60: Cc1ccc([N+](=O)[O-])cc1S(=O)(=O)Nc1cccc(S(=O)(=O)Nc2ccccc2C(=O)O)c1
    7, 97, 92, 104, 100, 110, 15, 98

Later entries
Results follow in this order: GRK2 aptamer HTS, LAP4-GFP MLPCN, CIT2-GFP yeast, AGP1-GFP MLPCN, RPL19A TOR yeast, Yeast superoxide, VLA-4 inh, MEP2-GFP yeast
61: Cc1noc(C)c1S(=O)(=O)Nc1ccc2c(c1)C(=O)N([C@H](C)CO)C[C@H](C)[C@@H](CN(C)C(=O)Nc1ccc3c(c1)OCO3)O2
    2, 96, 83, 91, 95, 131, 33, 95
62: CC(C)NC(=O)c1ccc(N2CCOCC2)nc1
    0, 91, ., 103, 100, 101, -11, 96
63: CCOC(=O)/C(=N/O)C1=NC(C)(C)Cc2cc(C)c(C)cc21
    1, 86, 88, 93, 96, 104, 10, 96
64: Fc1ccc(NCc2n[nH]c(=S)n2Cc2ccccc2)cc1
    2, 94, 85, 98, 97, 99, 6, 102
65: CC(C)OCCCN1CN(S(=O)(=O)c2cccc(Cl)c2)c2nc3ccccc3nc21
    0, 93, 82, 91, 91, 104, 10, 102
66: Cc1ccc(S(=O)(=O)Nc2cccc(C(=O)NCCCN3CCOCC3)c2)cc1F
    0, 97, 88, 98, 96, 134, 6, 92
67: C(=N\n1cnnc1)/c1ccc(OCc2ccccc2)cc1
    0, 120, 98, 101, 99, 89, -1, 106
68: CCc1nnc(NC(=O)CSc2nnc(COc3ccc(C)cc3)n2-c2ccccc2)s1
    0, 95, 101, 107, 97, 77, -13, 99
69: COc1ccc(/C=C/C2=NC(=C\N(C)C)/C(=O)O2)cc1
    1, 105, 102, 96, 102, 92, -7, 106
70: COC(=O)c1ccc(COC(=O)c2ccc(CO)cc2)o1
    3, 92, 99, 104, 105, 118, 12, 103
